Bioassay records: PubChem BioAssay, National Center for Advancing Translational Sciences (NCATS)
ELG1 genotoxic – induces genotoxicity in HEK293T cells with luciferase-tagged ELG1 | HEK293T ELG1-luciferase reporter, luminescence, 16 h | Potency, µM (top dose mostly 46 µM), inactives show top-dose activity change, positive = activation, most hits filed as activators | 1.3% of 330,000 active | AID 504466; also: potency is read from the fitted curve at half-maximal effect; % of control where 0% means no effect; nearly all actives have a fitted effect of over 60% in size
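Screening used a luciferase reporter fused to human ELG1 in HEK293T cells. Luminescence was read on a CCD plate imager after 16 hr exposure and 30 min ONE-Glo incubation.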
PKM2 act – increases activity of human pyruvate kinase M2 | purified PKM2, Kinase-Glo ATP luminescence, activation; response scale: 0% is enzyme alone, no compound | Potency, µM (top dose mostly 57.5 µM), inactives show at the highest dose activation, most hits filed as activators | 0.34% of 260,000 active; also: potency is read from the fitted curve at half-maximal effect; % is scaled to controls: 0 for no effect and ±100 for the full control effect; nearly all actives have a fitted effect of over 55% in size
Target sequence (P14618 whole entry, looked up): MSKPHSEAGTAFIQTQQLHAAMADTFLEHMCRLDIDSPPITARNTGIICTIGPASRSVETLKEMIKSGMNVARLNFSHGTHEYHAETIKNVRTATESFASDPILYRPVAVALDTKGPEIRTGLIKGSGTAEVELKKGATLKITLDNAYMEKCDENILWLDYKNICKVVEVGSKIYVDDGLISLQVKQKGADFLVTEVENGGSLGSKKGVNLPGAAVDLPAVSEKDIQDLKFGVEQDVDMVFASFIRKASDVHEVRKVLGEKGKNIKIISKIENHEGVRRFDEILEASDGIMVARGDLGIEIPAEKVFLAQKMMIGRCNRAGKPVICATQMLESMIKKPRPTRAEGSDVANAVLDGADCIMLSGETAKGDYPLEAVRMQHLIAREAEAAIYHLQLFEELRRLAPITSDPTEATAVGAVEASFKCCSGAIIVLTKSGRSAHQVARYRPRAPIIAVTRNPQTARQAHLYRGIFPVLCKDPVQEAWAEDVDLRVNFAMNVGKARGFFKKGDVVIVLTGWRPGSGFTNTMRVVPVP
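ATP formation by purified human PK-M2, quantified via coupled luciferase luminescence after 1 h at room temperature with 0.1 mM ADP and 0.5 mM PEP final.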
p53 reactivator – mutant p53 re-activation in reporter cells; H1299 p53-A138V BP100-luciferase reporter, luminescence, 24 h; Potency, µM (doses to about 92.2 µM), inactives show top-dose activity change, positive = activation, usual class: activators; 0.063% of 320,000 active; also: potency is read from the fitted curve at half-maximal effect; % of control where 0% means no effect; nearly all actives have a fitted effect of over 45% in size
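H1299 (p53-null), stable ts p53-A138V + BP100-Luc; 1000 cells/well, Opti-MEM/10% FBS; cpd 4 pt, 1:5; 24 h, 37 deg C, 5% CO2; detection reagent 10 min RT; luminescence.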
BRCA1 expr up – increases BRCA1 expression; MCF7-BRCA1-FFLuc reporter, luminescence, 48 h; response scale: scaled: vehicle 0%, 10 µM genistein 100%; Potency, µM (series often up to 46.1 µM), inactives show at the top dose activation, hits mostly activators; 1.1% of 380,000 active; AID 624202; also: potency is read from the fitted curve at half-maximal effect; nearly all actives have a fitted effect of over 80% in size; some results filed as inactive show a strong effect at the top dose
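Reporter cells (MCF7, BRCA1 promoter-firefly luciferase) received library compounds across a concentration series for 48 h. End-point luminescence was measured and concentration-effect curves derived after normalization.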
RORg inh – ROR gamma (mouse) transcription inhibition. P51450. Drosophila S2 Gal4-RORgamma UAS-luciferase reporter, 20 h. Potency, µM (titrated, usually from 53.6 µM), for inactives: at the highest dose activity change, negative = inhibition, hits mostly inhibitors. 5.4% of 310,000 active. AID 2551; also: potency is read from the fitted curve at half-maximal effect; % is scaled to controls: 0 for no effect and ±100 for the full control effect; nearly all actives have a fitted effect of over 60% in size
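Stably transfected Drosophila Schneider cells are the test system, with ROR gamma fused to Gal4 and luciferase under UAS control; luminescence is read after 20 hr of 700 uM copper sulfate induction at ambient temperature.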
Rab9 prom act – Rab9 promoter activation; Huh7 Rab9 promoter-luciferase reporter, luminescence, 24 h; Potency, µM (doses to about 9.22 µM), inactives show top-dose activation, negative = inhibition, actives largely listed as activators; 2.8% of 320,000 active; also: potency is read from the fitted curve at half-maximal effect; % of control where 0% means no effect; nearly all actives have a fitted effect of over 60% in size
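Luminescence read-out: Huh7 cells stably expressing Rab9-luciferase, treated 24 h with compound at 37 °C, then lysed with luciferase reagent for 10 min at ambient before reading.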
Menin MLL FP TR – inhibitors of human menin-MLL interaction, mutant MLL peptide; 0.23% of 270,000 active; Menin + Texas Red MLL mutant peptide, fluorescence polarization; AID 1768; Potency, µM (titrated, usually from 61.6 µM), for the others: at the highest dose FP activity change, negative = inhibition, actives largely listed as inhibitors; O00255; active = well fitted inhibition curve with a large enough effect in the polarisation, with a control signal flat, not every such curve was filed as active; inconclusive = small, poorly fitted or top-dose-only effect, or effect the other way, or a change in a side signal; inactive = no such curve, though single readings can be large or run the other way; the % refers to the polarisation; also: potency is read from the fitted curve at half-maximal effect; % of control where 0% means no effect; many of its hits are not listed in these tables
VP16 counter – inhibits Gal4-VP16 luciferase reporter, ROR gamma counter-screen; Drosophila S2 Gal4-VP16 UAS-luciferase, luminescence, 20 h; Potency, µM (doses to about 53.6 µM), without a hit: top-dose activity, negative = inhibition, most hits filed as inhibitors; 3.5% of 310,000 active; AID 2546;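 also: Gal4-VP16 expression switched on by copper sulfate through the metallothionein promoter; potency is read from the fitted curve at half-maximal effect; % is scaled to controls: 0 for no effect and ±100 for the full control effect; nearly all actives have a fitted effect of over 50% in size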
FLuc counter – inhibits or activates purified firefly luciferase, miR-21 counter-screen; P08659; purified FLuc, Km substrates, luminescence inhibition; Potency, µM (highest dose often 57.5 µM), inactives show at the highest dose activity change, negative = inhibition, most hits filed as inhibitors; 6.9% of 360,000 active; AID 588342;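 also: potency is read from the fitted curve at half-maximal effect; plate controls were vehicle for no effect and reference inhibitor for full effect; nearly all actives have a fitted effect of over 55% in size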
Target sequence (P08659 whole entry, looked up): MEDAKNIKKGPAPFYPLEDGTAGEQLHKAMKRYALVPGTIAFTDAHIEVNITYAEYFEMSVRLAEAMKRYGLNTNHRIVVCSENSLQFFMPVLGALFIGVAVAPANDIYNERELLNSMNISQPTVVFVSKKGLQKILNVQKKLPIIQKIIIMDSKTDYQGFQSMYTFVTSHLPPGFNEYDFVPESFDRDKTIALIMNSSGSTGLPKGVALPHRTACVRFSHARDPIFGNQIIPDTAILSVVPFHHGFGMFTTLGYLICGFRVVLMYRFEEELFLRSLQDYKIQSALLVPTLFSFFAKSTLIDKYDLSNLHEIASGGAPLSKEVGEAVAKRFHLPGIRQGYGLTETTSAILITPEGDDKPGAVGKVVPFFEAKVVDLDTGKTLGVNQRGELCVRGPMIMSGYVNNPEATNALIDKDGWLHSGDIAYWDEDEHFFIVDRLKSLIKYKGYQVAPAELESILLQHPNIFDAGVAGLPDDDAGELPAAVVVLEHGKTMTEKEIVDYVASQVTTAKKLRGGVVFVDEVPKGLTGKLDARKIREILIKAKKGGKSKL
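Purified P. pyralis luciferase, 10 nM final, with Km-level 10 uM D-luciferin and 10 uM ATP in 50 mM Tris acetate pH 7.5, 10 mM Mg acetate, 0.01% Tween-20, 0.05% BSA; 6-point qHTS titration about 60 µM downward; luminescence read.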
NPC1 prom act – activators of NPC1 promoter; Huh7 NPC1 promoter luciferase reporter, 24 h; Potency, µM (titrated, usually from 9.22 µM), for inactives: at the highest dose activation, usual class: activators; 2.4% of 320,000 active; AID 485313;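 also: potency is read from the fitted curve at half-maximal effect; % of control where 0% means no effect; nearly all actives have a fitted effect of over 60% in size; reporter is driven by a mutant NPC1 promoter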
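Huh7 cells stably carrying NPC1 promoter–luciferase, plated in Opti-MEM with 10% FBS for 2 h, were exposed to compound in DMSO for 24 h at 37 °C; luciferase reagent was added for 10 min and luminescence read.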
Giardia killer – kills Giardia lamblia | activity change, % at 7.66 µM, hits read low | 0.15% of 340,000 active | AID 540267 | Giardia lamblia trophozoite viability; in the data active = activity change below about -80%; inconclusive = between about -30% and that limit;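 also: parasites exposed to compound for two days anaerobically before the ATP read; % is scaled to controls: 0 for no effect and ±100 for the full control effect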
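Trophozoites 100 cells/well + cpd; 48 hrs, 37 deg C, anaerobic. ATPLite 1-Step added, 15-30 min RT, luminescence read (ATP-based viability).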
Active calls of the source: *; [ ] = dose if it differs, or a comment. Unless noted, calls follow the shape of the dose curve; as a rule, active = well fitted curve in the direction sought with a large enough effect; inconclusive = small, poorly fitted or top-dose-only effect, or another doubt; inactive = no such curve, though single readings can be large; an effect the other way counts as inactive or inconclusive. An excerpt. The share of hits here may be higher or lower than overall.

The first 2 compounds, to show the layout:
Results for COC(=O)Cn1cc(C(=O)C(C)(C)C)c2ccccc21 ?
ELG1 genotoxic: 0%; PKM2 act: 2%; p53 reactivator: 0%; BRCA1 expr up: -2%; RORg inh: 2%; Rab9 prom act: -1%; Menin MLL FP TR: 6%; VP16 counter: 2%; FLuc counter: 4%; NPC1 prom act: -4%; Giardia killer: -1

Results for O=C(O)c1ccc(S(=O)(=O)c2ccc3c(c2)C(=O)N(c2ccccc2[N+](=O)[O-])C3=O)cc1 ?
ELG1 genotoxic: 0%; PKM2 act: 0%; p53 reactivator: 5%; BRCA1 expr up: 4%; RORg inh: 3%; Rab9 prom act: 1%; VP16 counter: 1%; FLuc counter: 0%; NPC1 prom act: -9%; Giardia killer: -5

The listing, previewed entries included:
Results for COC(=O)Cn1cc(C(=O)C(C)(C)C)c2ccccc21 ?
ELG1 genotoxic: 0%; PKM2 act: 2%; p53 reactivator: 0%; BRCA1 expr up: -2%; RORg inh: 2%; Rab9 prom act: -1%; Menin MLL FP TR: 6%; VP16 counter: 2%; FLuc counter: 4%; NPC1 prom act: -4%; Giardia killer: -1

Results for O=C(O)c1ccc(S(=O)(=O)c2ccc3c(c2)C(=O)N(c2ccccc2[N+](=O)[O-])C3=O)cc1 ?
ELG1 genotoxic: 0%; PKM2 act: 0%; p53 reactivator: 5%; BRCA1 expr up: 4%; RORg inh: 3%; Rab9 prom act: 1%; VP16 counter: 1%; FLuc counter: 0%; NPC1 prom act: -9%; Giardia killer: -5

How did COc1ccc(C(=O)Nc2cccc(C(=O)NCc3ccccc3)c2)cc1 do in these assays?
ELG1 genotoxic: -5%; PKM2 act: -3%; p53 reactivator: 2%; BRCA1 expr up: 5%; RORg inh: 1%; Rab9 prom act: -2%; Menin MLL FP TR: 9%; VP16 counter: 16%; FLuc counter: 12µM*; NPC1 prom act: 3%; Giardia killer: -8

Results for CCn1nc(C(=O)NNC(=O)c2cc(Cl)ccc2OC)c2ccccc2c1=O ?
ELG1 genotoxic: -4%; p53 reactivator: -9%; BRCA1 expr up: -49%; Rab9 prom act: -3%; FLuc counter: 1%; NPC1 prom act: 7%; Giardia killer: 3

How did CCSC1(SCC)N=C(N)C2(C#N)C(c3ccccc3)NC(C)=CC12C#N (configuration not stated) do in these assays?
ELG1 genotoxic: -1%; PKM2 act: -2%; p53 reactivator: 20%; BRCA1 expr up: 3%; RORg inh: -33%; Rab9 prom act: -6%; Menin MLL FP TR: 7%; VP16 counter: 1%; FLuc counter: -1%; NPC1 prom act: -6%; Giardia killer: 13

Results for CCOCC(=O)Nc1ccc(S(=O)(=O)N2CCOCC2)cc1 ?
ELG1 genotoxic: -1%; PKM2 act: -4%; p53 reactivator: 4%; BRCA1 expr up: 1%; RORg inh: -8%; Rab9 prom act: -1%; Menin MLL FP TR: -3%; VP16 counter: 0%; FLuc counter: 1%; NPC1 prom act: -1%; Giardia killer: inconclusive

What do the screens show for `Cc1ccc(SCCNC(=S)Nc2ccccc2)cc1`?
PKM2 act: 20%; BRCA1 expr up: -1%; RORg inh: 0.79µM*; Menin MLL FP TR: 31%[activator]; VP16 counter: 1µM*; FLuc counter: -3%; Giardia killer: -1

Results for CCNC(=S)N(Cc1cc2cc(C)ccc2[nH]c1=O)C1CCCC1 ?
ELG1 genotoxic: -2%; PKM2 act: -15%; p53 reactivator: 0%; BRCA1 expr up: -20%; RORg inh: 27%; Rab9 prom act: 6%; Menin MLL FP TR: -5%; VP16 counter: inconclusive; FLuc counter: -2%; NPC1 prom act: 10%; Giardia killer: -4

What do the screens show for `COc1ccc(Cl)cc1CN1C(=O)NC2(CCCCCC2)C1=O`?
ELG1 genotoxic: 1%; PKM2 act: 0%; p53 reactivator: -7%; BRCA1 expr up: -25%; RORg inh: 29%; Rab9 prom act: 6%; Menin MLL FP TR: -3%; VP16 counter: -15%; FLuc counter: inconclusive; NPC1 prom act: 7%; Giardia killer: 37[activator]

Results for Cc1cc(C)cc(NC(=O)c2c(C)nc3ccccn23)c1 ?
ELG1 genotoxic: 3%; PKM2 act: -6%; p53 reactivator: -2%; BRCA1 expr up: 29%; RORg inh: -14%; Rab9 prom act: 8%; Menin MLL FP TR: -17%; VP16 counter: inconclusive; FLuc counter: -10%; NPC1 prom act: -2%; Giardia killer: 24

Results for CCN(CC)CCCNC(=O)c1csc(Nc2cccc3ccccc23)n1 ?
ELG1 genotoxic: 4%; PKM2 act: 0%[11.5 µM]; p53 reactivator: -17%; BRCA1 expr up: -12%; RORg inh: -16%; Rab9 prom act: 0%; Menin MLL FP TR: -24%; VP16 counter: -2%; FLuc counter: -5%; NPC1 prom act: 1%; Giardia killer: 2

How did CCCc1cc(C(=O)Nc2cccc(C(C)=O)c2)no1 do in these assays?
ELG1 genotoxic: inconclusive; PKM2 act: -1%; p53 reactivator: inconclusive; BRCA1 expr up: inconclusive; RORg inh: 7%; Rab9 prom act: inconclusive; Menin MLL FP TR: 2%[11.7 µM]; VP16 counter: -17%; FLuc counter: inconclusive; NPC1 prom act: 3.2µM*; Giardia killer: -1

What do the screens show for `COC(=O)c1sc2nc(N)c(C#N)cc2c1N`?
ELG1 genotoxic: inconclusive; PKM2 act: 4%; p53 reactivator: 12%; BRCA1 expr up: 31%; RORg inh: -5%; Rab9 prom act: 15%; Menin MLL FP TR: -25%; VP16 counter: 11%; FLuc counter: inconclusive; NPC1 prom act: 15%; Giardia killer: -5

Results for O=c1sc2ccccc2n1CCCOc1ccccc1 ?
ELG1 genotoxic: 19%; PKM2 act: 1%; p53 reactivator: 19%; BRCA1 expr up: 15%; RORg inh: inconclusive; Rab9 prom act: 2.5µM*; Menin MLL FP TR: 9%; VP16 counter: -16%; FLuc counter: 11µM*; NPC1 prom act: 3.2µM*; Giardia killer: -2

What do the screens show for `Cn1ccnc1C(O)c1ccc(OCc2ccccc2)cc1` (configuration not stated)?
ELG1 genotoxic: inconclusive; PKM2 act: 1%; p53 reactivator: 22%; BRCA1 expr up: 69%; RORg inh: 13%; Rab9 prom act: 16%; Menin MLL FP TR: 1%; VP16 counter: inconclusive; FLuc counter: inconclusive; NPC1 prom act: 14%; Giardia killer: 8

How did Cc1cccc(C)c1NC(=O)COC(=O)COc1ccc2c(C)cc(=O)oc2c1 do in these assays?
ELG1 genotoxic: -1%; PKM2 act: -10%; p53 reactivator: 4%; BRCA1 expr up: 8%; RORg inh: -16%; Rab9 prom act: -7%; Menin MLL FP TR: -17%; VP16 counter: -17%; FLuc counter: 0%; NPC1 prom act: -3%; Giardia killer: 44[activator]

How did O=C(Nc1ccc(N2CCOCC2)cc1)C1CCN(S(=O)(=O)Cc2ccccc2)CC1 do in these assays?
ELG1 genotoxic: 17%; PKM2 act: 0%; p53 reactivator: -8%; BRCA1 expr up: -8%; RORg inh: 11%; Rab9 prom act: 1%; Menin MLL FP TR: 13%; VP16 counter: 3%; FLuc counter: 4%; NPC1 prom act: 2%; Giardia killer: -6

Results for CCCn1c2ccccc2c2cnn(CC(=O)NCCCN3C(C)CCCC3C)c(=O)c21 (configuration not stated) ?
ELG1 genotoxic: -1%; p53 reactivator: 2%; BRCA1 expr up: -26%; RORg inh: -27%; Rab9 prom act: -5%; VP16 counter: 0%; FLuc counter: -2%; NPC1 prom act: -7%; Giardia killer: 0

How did CSCc1nnc(NC(=O)c2ccc(S(=O)(=O)N3CCCCC3C)cc2)o1 (configuration not stated) do in these assays?
ELG1 genotoxic: -14%; PKM2 act: 5%; p53 reactivator: 13%; BRCA1 expr up: -24%; RORg inh: 1µM*; Rab9 prom act: -8%; Menin MLL FP TR: inconclusive; VP16 counter: 1.4µM*; FLuc counter: 2%; NPC1 prom act: -3%; Giardia killer: -12

Results for O=C(O)CCS(=O)(=O)c1cc(Br)cc2c1N(C(=O)C1CC1)CC2 ?
ELG1 genotoxic: -10%; PKM2 act: -1%; p53 reactivator: -2%; BRCA1 expr up: 1%; RORg inh: -7%; Rab9 prom act: 0%; Menin MLL FP TR: -5%; VP16 counter: -7%; FLuc counter: 3%; NPC1 prom act: 0%; Giardia killer: -13

How did Cn1c2c(c3ccccc31)CC/C2=N\O do in these assays?
ELG1 genotoxic: 0%; PKM2 act: 0%; p53 reactivator: -5%; BRCA1 expr up: 30%; RORg inh: 9%; Rab9 prom act: -1%; Menin MLL FP TR: -5%; VP16 counter: 6%; FLuc counter: inconclusive; NPC1 prom act: 0%; Giardia killer: -16
